# Source: PubChem BioAssay
# MITF inh: inhibitors of human MITF | O75030 | AlphaScreen MITF homodimerization, bead proximity signal | inhibition, % at 2.6 µM | 0.91% of 650,000 active | AID 1259374; in the data active = inhibition above about 50%;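 also: 0% = vehicle wells with protein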
# Target sequence (O75030 whole entry, looked up): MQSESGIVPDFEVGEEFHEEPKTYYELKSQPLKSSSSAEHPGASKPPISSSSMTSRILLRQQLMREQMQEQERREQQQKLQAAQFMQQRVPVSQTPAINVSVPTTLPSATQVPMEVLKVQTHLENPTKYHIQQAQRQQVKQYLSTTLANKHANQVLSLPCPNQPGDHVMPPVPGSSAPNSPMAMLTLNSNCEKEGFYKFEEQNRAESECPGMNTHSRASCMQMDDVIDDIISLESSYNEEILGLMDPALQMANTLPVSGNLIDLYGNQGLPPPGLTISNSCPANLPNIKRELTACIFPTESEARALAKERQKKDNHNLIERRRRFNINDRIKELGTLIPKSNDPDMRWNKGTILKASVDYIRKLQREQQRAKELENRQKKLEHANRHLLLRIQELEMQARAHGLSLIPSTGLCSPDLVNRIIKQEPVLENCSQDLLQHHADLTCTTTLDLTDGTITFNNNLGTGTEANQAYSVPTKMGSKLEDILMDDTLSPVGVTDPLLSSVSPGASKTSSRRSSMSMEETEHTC
# TEAD-YAP block: TEAD-YAP interaction inhibition | HEK-TIYL cells, TEAD-Gal4/YAP UAS-luciferase luminescence | inhibition, % at 9.12 µM | 1.4% of 640,000 active | AID 1259422; in the data active = inhibition above about 32%;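 also: 0% = median of test compound wells and 100% = reference inhibitor wells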
# GPR151 ag: human GPR151 activation. Q8TDV0. PathHunter beta-arrestin GPR151 cells, luminescence. activation, % at 11.2 µM. 1% of 650,000 active. AID 1508602; in the data active = activation above about 4.9%;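 also: 0% = median of compound wells and 100% = cells with positive control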
# FBW7 activator: activators of human E3 ligase FBW7; AlphaScreen FBW7–phospho-cyclin E peptide binding, activator screen; AID 1259310; 0.13% of 650,000 active; Q969H0; normalized activity (activation), % at 26.1 µM; in the data active = normalized activity above about 1.9%;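 also: purified mutant Fbw7 with reduced substrate affinity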
# The depositor's hits bear a star.
SMILES,MITF inh,TEAD-YAP block,GPR151 ag,FBW7 activator
O=C(O)c1ccc2c(=O)[nH]c3c(C(=O)N4CCCC4)sc(=S)n3c2c1,-6,2,2.3,0.0
O=C(NCCOc1ccccc1)c1ccnc(N2CCOCC2)c1,-1,-8,-1.4,0.0
CCN(CC)S(=O)(=O)c1ccc(C(=O)N=c2sc3cc(C)ccc3n2C)cc1,5,-4,0.1,0.0
Cc1nccc2[nH]c(=O)c(C(=O)NC(C)c3ccccc3)cc12 (configuration not stated),0,1,-0.2,0.1
COCC(=O)NC1CCN(S(=O)(=O)c2cccc([N+](=O)[O-])c2)CC1,-9,5,0.6,-0.1
COc1cc(/C=C2/NC(=O)NC2=O)ccc1OCC(=O)O,-2,5,-1.0,0.2
CC1=C(C(=O)N2CCCCC2)C(c2ccc(C)c([N+](=O)[O-])c2)C2=C(CCCC2=O)N1 (configuration not stated),-26,9,1.9,-0.1
COc1cccc(CCNCc2cc3cc4c(cc3nc2N(C)Cc2ccn[nH]2)OCO4)c1,3,9,-1.6,0.0
CCOc1ccc(-c2csc(-c3cc4cc([N+](=O)[O-])ccc4oc3=O)n2)cc1,12,8,-1.8,0.1
Cc1cc(C)cc(N(C(C)C(=O)Nc2ccc(F)c(F)c2)S(C)(=O)=O)c1 (configuration not stated),3,9,0.4,-0.2

# Only FBW7 activator and GPR151 ag, for 5 of the compounds above:
SMILES | FBW7 activator | GPR151 ag
COc1cc(/C=C2/NC(=O)NC2=O)ccc1OCC(=O)O | 0.2 | -1.0
CC1=C(C(=O)N2CCCCC2)C(c2ccc(C)c([N+](=O)[O-])c2)C2=C(CCCC2=O)N1 (configuration not stated) | -0.1 | 1.9
COc1cccc(CCNCc2cc3cc4c(cc3nc2N(C)Cc2ccn[nH]2)OCO4)c1 | 0.0 | -1.6
CCOc1ccc(-c2csc(-c3cc4cc([N+](=O)[O-])ccc4oc3=O)n2)cc1 | 0.1 | -1.8
Cc1cc(C)cc(N(C(C)C(=O)Nc2ccc(F)c(F)c2)S(C)(=O)=O)c1 (configuration not stated) | -0.2 | 0.4

# Other compounds:
SMILES,MITF inh,TEAD-YAP block,GPR151 ag,FBW7 activator
CCC(=O)N1CCc2cc(S(=O)(=O)N(CC)CC)ccc21,9,5,1.4,0.3
COC(=O)C1=C(C)N=c2s/c(=C/c3cccc([N+](=O)[O-])c3)c(=O)n2C1/C=C/c1ccccc1 (configuration not stated),5,-3,-1.2,0.1
CC(Oc1ccc(Br)cc1)C(=O)Nc1ccccc1 (configuration not stated),-16,1,-1.1,-0.2
O=C(Cn1c(=O)oc2ccccc21)NCCCN1CCN(c2cccc(Cl)c2)CC1,-4,0,1.3,0.0
COc1ccc(C(=O)CS(=O)(=O)c2ccc(C)cc2)cc1Br,-4,-5,-1.5,0.5
O=c1[nH]c2c(oc3ccc(Cl)cc32)c(=O)n1-c1ccccc1,11,14,-1.2,0.4
OCCC1CN(Cc2cc3c(cc2Cl)OCO3)CCN1Cc1ccccc1F (configuration not stated),5,7,-0.2,0.1
Cc1ccccc1NC(=O)COc1cccc(C)c1C,-11,-28,-0.5,-0.1
CCOc1cc(/C=N/NC(=O)c2cccc(Cl)c2)ccc1O,2,-33,-1.3,-0.1
Cc1cc(NC(=O)CCl)ccc1C(C)C,7,26,0.0,0.1
Cc1nn(Cc2cccc(Cl)c2)c(C)c1[N+](=O)[O-],3,-2,-0.8,-0.1
Cn1c(SCC(=O)Nc2cccc(Br)c2)nnc1-c1ccccc1,-3,8,-0.5,-0.2
O=C(c1cc(=O)[nH]c(=O)[nH]1)N(Cc1ccc(OCC2CCC2)cc1)C1CC1,-12,-1,2.5,-0.1
COCCn1c(C)cc(C(=O)COC(=O)c2ccc([N+](=O)[O-])o2)c1C,-1,12,-1.3,-0.2
O=C(CCn1c(=S)[nH]c2ccccc2c1=O)NCCc1ccccc1,8,9,-1.8,0.3
COC(=O)c1ccccc1NC(=O)CSc1nc2cc3c(cc2cc1C#N)OCO3,1,-18,0.1,0.0
O=C(O)CCCNS(=O)(=O)c1ccc(Br)cc1,4,-3,0.6,-0.3
Cc1ccc(N2C(=O)c3ccccc3NC2c2sccc2C)cc1 (configuration not stated),2,-42,-0.9,0.0
CSc1ccc(C2C(C(=O)OC3CCCCC3)=C(C)Nc3ncnn32)cc1 (configuration not stated),-13,3,-0.1,0.1
COc1cccc(/C=C2/N=C(c3cc([N+](=O)[O-])ccc3OC)OC2=O)c1,-3,4,-1.0,0.0
COc1cccc(CN2CCN(S(=O)(=O)c3ccc(F)cc3)CC2)c1,12,6,0.5,0.2
CCc1ccc2nc(/N=C(\N)NC(=O)c3ccccc3NC)nc(C)c2c1,7,7,3.7,0.0
CC1Sc2cc(S(=O)(=O)N3CCCCCC3)ccc2NC1=O (configuration not stated),8,-3,1.1,-0.1
Cc1cc(C)n(CC(=O)Nc2cc(C(C)(C)C)no2)n1,9,6,4.0,0.1
CCOc1ccc(N/C=C/C(=O)c2ccc(OC)c(OC)c2)c([N+](=O)[O-])c1,13,8,-1.1,0.5
CC1CCCC(C)N1C(=O)CSc1nnc(Cc2ccc3c(c2)OCO3)n1C (configuration not stated),-1,18,-0.1,0.2
O=C1CCCN1CCn1cnc2c(NCc3ccccc3)nc(N3CCc4ccccc4C3)nc21,-10,6,-0.3,0.0
Cc1c(C(=O)c2ccccc2)nnn1-c1nonc1N,10,-6,0.8,-0.1
CCOC(=O)C1=C(C)N(CC(C)C)C(=O)/C1=C\c1ccc(Cl)c(Cl)c1,-8,2,-0.2,-0.1
NS(=O)(=O)c1cccc(NC(=S)NC(=O)c2cccc([N+](=O)[O-])c2)c1,-6,14,3.3,-0.1

# The final four entries of the part above lead into the next.
SMILES,MITF inh,TEAD-YAP block,GPR151 ag,FBW7 activator
O=C1CCCN1CCn1cnc2c(NCc3ccccc3)nc(N3CCc4ccccc4C3)nc21,-10,6,-0.3,0.0
Cc1c(C(=O)c2ccccc2)nnn1-c1nonc1N,10,-6,0.8,-0.1
CCOC(=O)C1=C(C)N(CC(C)C)C(=O)/C1=C\c1ccc(Cl)c(Cl)c1,-8,2,-0.2,-0.1
NS(=O)(=O)c1cccc(NC(=S)NC(=O)c2cccc([N+](=O)[O-])c2)c1,-6,14,3.3,-0.1
c1cc2c(cc1C1=Nn3cnnc3SC1)OCCO2,4,5,0.8,0.1
O=C(CCc1cccnc1)N1CCC[C@@H]2CN(Cc3cccs3)CC[C@H]21,-1,-16,2.1,0.0
O=C(NCCO)C1CCN(S(=O)(=O)c2ccc(Cl)cc2)CC1,-3,7,0.2,0.2
Cc1c2cnn(CC(=O)NCCCN3CCCCC3C)c(=O)c2c(C)n1Cc1ccccc1 (configuration not stated),13,6,0.8,0.1
CC1CCCN(S(=O)(=O)c2cc3c4c(c2)CC(=O)N4CCC3)C1 (configuration not stated),0,14,0.6,-0.2
COc1cccc(C2=NS(=O)(=O)N(C)C(C(=O)NC(C)c3ccccc3)=C2)c1 (configuration not stated),-3,10,2.9,-0.1
O=C(c1cc(COc2c(F)cccc2F)on1)N1CCN(C2CCCCC2)C(=O)C1,10,-3,1.2,0.0
O=C(COC(=O)c1cccc([N+](=O)[O-])c1C(=O)OCC(=O)c1ccccc1)c1ccccc1,9,5,1.4,-0.1
Cc1ccc(S(=O)(=O)Nc2cncc(C(=O)NC3CCCCC3C)c2)cc1 (configuration not stated),-12,5,1.2,-0.1
Cc1ccc(S(=O)(=O)N(C)CCCC(=O)Nc2ccncc2)cc1,2,15,2.6,-0.1
COc1ccc(C(=O)Nc2ccc(F)cc2)cc1I,4,-35,-1.2,-0.1
CC1CC(=O)C2=C(C1)Nc1ncnn1C2c1ccccc1 (configuration not stated),11,4,-0.9,-0.1
O=C(c1cccc(F)c1)N1CCN(c2ccc([N+](=O)[O-])c3cccnc23)CC1,22,1,1.0,0.7
O=C(Nc1ccc(NC(=O)c2cccnc2Cl)cc1)c1cccc(Cl)c1,0,-27,-1.0,0.0
CS(=O)(=O)Nc1ccccc1C(=O)NCc1ccccc1Cl,-5,-3,0.7,-0.1
CN(C)c1ccc(NC(=S)NC(=O)c2cccc([N+](=O)[O-])c2)cc1,8,-45,0.8,-0.5
C=CCSc1nc2c(c(=O)[nH]1)C(c1ccccc1)C(C(=O)OC)=C(C)N2 (configuration not stated),7,0,1.3,-0.1
CCOC(=O)c1ccc(NC(=O)CC2S/C(=N/N=C/c3ccco3)NC2=O)cc1 (configuration not stated),15,0,-1.1,0.1
COc1ccccc1C1CC(c2c(C)nc3ccc(Cl)cc3c2-c2ccccc2)=NN1C(=O)CCC(=O)O (configuration not stated),-4,0,0.4,0.0
CCOc1ccc(-c2nc(CSCC(=O)NCCOC)c(C)o2)cc1,4,9,0.9,-0.1

# Not a retest: an excerpt of the list.
SMILES,MITF inh,TEAD-YAP block,GPR151 ag,FBW7 activator
C=CCSc1nc2c(c(=O)[nH]1)C(c1ccccc1)C(C(=O)OC)=C(C)N2 (configuration not stated),7,0,1.3,-0.1
CCOC(=O)c1ccc(NC(=O)CC2S/C(=N/N=C/c3ccco3)NC2=O)cc1 (configuration not stated),15,0,-1.1,0.1
COc1ccccc1C1CC(c2c(C)nc3ccc(Cl)cc3c2-c2ccccc2)=NN1C(=O)CCC(=O)O (configuration not stated),-4,0,0.4,0.0
CCOc1ccc(-c2nc(CSCC(=O)NCCOC)c(C)o2)cc1,4,9,0.9,-0.1

# Following part.
SMILES,MITF inh,TEAD-YAP block,GPR151 ag,FBW7 activator
O=C(CSc1nc2ccsc2c(=O)n1Cc1ccco1)Nc1ccccc1C(F)(F)F,13,1,-0.3,0.0
O=C(Nc1ccc2c(c1)OCO2)c1nc2c(nnn2Cc2ccccc2Cl)c(=O)[nH]1,-3,3,0.0,-0.1
Cc1ccc(C2=C(c3ccc(C)cc3)N3CCS(=O)(=O)N=C3S2)cc1,13,9,-1.3,0.0
OCCNc1nc(NCc2ccc3c(c2)OCO3)nc2c1ncn2-c1ccsc1,7,4,0.8,-0.3
CC1(c2ccc([N+](=O)[O-])cc2)NC(=O)N(N)C1=O (configuration not stated),1,7,-1.4,-0.1
COc1ccnc(N2CCC(N(CC3CC3)C(=O)c3cccc(C#N)c3)CC2)n1,2,-14,-1.3,0.2
COc1ccc(-n2c(SCC(=O)O)nc3c(sc(=S)n3-c3ccccc3)c2=O)cc1OC,17,7,0.0,0.1
N#CC1=C(SCC(=O)Nc2ccc3ccccc3c2)NC(=O)CC1c1cccs1 (configuration not stated),-23,0,-0.9,-0.1
O=C(Nc1nnc(-c2ccccc2Cl)o1)C1CC1,0,-35,-0.9,-0.1
FC(F)(F)COc1nc(Nc2ccc(OC(F)(F)F)cc2)nc(N2CCN(c3cccc(Cl)c3)CC2)n1,-3,-7,1.3,-0.2
